Screening results deposited in PubChem BioAssay by several laboratories.
L major viab = inhibitors of Leishmania major promastigote growth | Leishmania major promastigotes, resazurin fluorescence viability | inhibition, % at 10 µM | 9% of 200,000 active | AID 1063; in the data active = inhibition above about 50%;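 note: promastigotes grown with compound for 44 hours at 28 °C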
bIAP activator = intestinal alkaline phosphatase (bovine) activation; AID 1016; purified bovine IAP, CDP-star luminescence, 30 min; stronger effect = higher value; fold of DMSO-control signal, blank-subtracted; activation factor at 20 µM; 0.17% of 200,000 active;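 active = activation factor of 2 or more at 20 µM, a signal rise over negative controls twice the positive control's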
TR-FRET SRC-2 ct = flags TR-FRET format artefacts in PPARgamma SRC-2 recruitment agonist screen; AID 1049; TR-FRET artefact counter-screen; stronger effect = higher value; TR-FRET ratio at 8 µM; 0.4% of 200,000 active; in the data active = TR-FRET ratio above about 2000; note: inactives centre near 1500; reference of the scale not given here
bIAP inh = blocks bovine intestinal alkaline phosphatase activity. purified bovine IAP, CDP-star luminescence, 30 min. 190,000 tested, under 10 active. inhibition, % at 20 µM;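 active = over 50% inhibition of intestinal alkaline phosphatase at 20 µM in the single-dose screen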
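Incubation: 30 min reaction at room temperature / Material: purified bovine intestinal alkaline phosphatase (IAP) enzyme / Input: enzyme at 1/65,000,000 dilution / Dosing: 20 µM single dose / Signal: CDP-star luminescence signal / Reagent: CDP-star chemiluminescent phosphatase substrate, 30 µM final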
PPARg SRC1 recr = promotes SRC-1 coactivator recruitment by human PPARgamma. P37231. PPARgamma-SRC-1 coactivator recruitment biochemical assay. activation, % at 8 µM. 0.41% of 200,000 active. AID 631; in the data active = activation above about 19%;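 note: 0% = DMSO and 100% = reference agonist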
ROMK mod = modulators of human ROMK potassium channel; B-score at 10 µM; Tet-inducible ROMK, thallium flux fluorescence; actives lie on both sides; 2% of 130,000 active;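 active = signal ratio slope over the read window, or its plate-corrected B-score, at least 3 SD from the plate mean, either direction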;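 note: B-score of the F/F0 ratio slope over 7 to 12 s after thallium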
PPARg SRC2 recr = PPARgamma-driven SRC-2 recruitment agonism. P37231. PPARgamma LBD-SRC-2 recruitment, biochemical. activation, % at 8 µM. 0.34% of 200,000 active. AID 1032; in the data active = activation above about 22%;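 note: 0% = vehicle and 100% = reference agonist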
Redox H2O2 prof = compounds producing H2O2 with reducing agent – biochemical, NIH compound library profiling, artefact control for MLSCN library redox annotation, primary screen. DTT-dependent redox cycling H2O2, phenol red/HRP absorbance; 100% = 100 µM peroxide control, 0% = buffer. activation, % at 10 µM. 0.03% of 200,000 active;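 active = activation of at least 50% relative to the plate's high and low controls in the primary single-dose screen; inactive = activation below 50%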;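 note: compound incubated with DTT at 0.8 mM final as the reducing agent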
S1P3 antagonist = blocks the human S1P3 receptor. 0.27% of 170,000 active. CHO S1P3 NFAT-BLA reporter, FRET fluorescence, antagonist mode. AID 485. Q99500. inhibition, % at 4.98 µM;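 active = inhibition above the plate cutoff, the mean inhibition of test wells on that plate plus 3 SD, cut at about 28% in these data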;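 note: cells challenged with S1P at its EC80 of 0.8 µM; blue over green emission ratio from cleaved BLA substrate after 4 h stimulation; 0% = S1P-stimulated wells and 100% = unstimulated DMSO-only wells; some compounds past the cut are filed as inactive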
PPARg SRC-3 ag = PPARgamma-driven SRC-3 recruitment agonism. biochemical PPARgamma/SRC-3 coactivator recruitment assay. activation, % at 8 µM. 0.26% of 200,000 active. AID 731; in the data active = activation above about 23%;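 note: 0% = DMSO and 100% = reference agonist; some compounds past the cut are filed as inactive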
TLR4-MyD88 BLA = inhibitors of human TLR4-MyD88 binding; HeLa CL3-4 TLR4/MyD88 BLA complementation, FRET ratio; 0.18% of 200,000 active; O00206+Q99836; inhibition, % at 8.4 µM; AID 861; in the data active = inhibition above about 25%;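 note: 0% = vehicle and 100% = reference inhibitor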
Target sequence (O00206 whole entry, looked up): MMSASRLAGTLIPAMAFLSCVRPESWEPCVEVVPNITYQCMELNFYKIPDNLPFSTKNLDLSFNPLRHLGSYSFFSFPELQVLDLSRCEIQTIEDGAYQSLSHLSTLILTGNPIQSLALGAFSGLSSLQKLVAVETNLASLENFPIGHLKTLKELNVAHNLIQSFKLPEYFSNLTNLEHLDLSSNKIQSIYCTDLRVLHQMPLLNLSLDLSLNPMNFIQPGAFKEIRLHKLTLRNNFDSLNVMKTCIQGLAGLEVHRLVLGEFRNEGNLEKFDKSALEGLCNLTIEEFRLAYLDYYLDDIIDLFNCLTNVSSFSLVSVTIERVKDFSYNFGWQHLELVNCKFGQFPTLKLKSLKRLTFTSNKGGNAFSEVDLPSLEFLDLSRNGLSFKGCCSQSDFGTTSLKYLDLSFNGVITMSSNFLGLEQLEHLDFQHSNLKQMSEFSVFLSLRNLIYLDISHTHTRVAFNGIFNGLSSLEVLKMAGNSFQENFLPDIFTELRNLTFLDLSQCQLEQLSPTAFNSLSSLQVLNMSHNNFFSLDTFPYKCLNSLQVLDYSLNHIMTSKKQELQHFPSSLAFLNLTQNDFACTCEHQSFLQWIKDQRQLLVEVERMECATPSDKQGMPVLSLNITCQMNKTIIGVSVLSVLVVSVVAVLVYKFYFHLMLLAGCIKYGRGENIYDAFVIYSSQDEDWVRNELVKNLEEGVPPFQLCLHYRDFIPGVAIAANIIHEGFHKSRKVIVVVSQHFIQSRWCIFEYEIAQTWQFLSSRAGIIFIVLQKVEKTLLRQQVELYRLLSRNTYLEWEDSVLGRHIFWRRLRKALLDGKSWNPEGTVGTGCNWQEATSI
Target sequence (Q99836 whole entry, looked up): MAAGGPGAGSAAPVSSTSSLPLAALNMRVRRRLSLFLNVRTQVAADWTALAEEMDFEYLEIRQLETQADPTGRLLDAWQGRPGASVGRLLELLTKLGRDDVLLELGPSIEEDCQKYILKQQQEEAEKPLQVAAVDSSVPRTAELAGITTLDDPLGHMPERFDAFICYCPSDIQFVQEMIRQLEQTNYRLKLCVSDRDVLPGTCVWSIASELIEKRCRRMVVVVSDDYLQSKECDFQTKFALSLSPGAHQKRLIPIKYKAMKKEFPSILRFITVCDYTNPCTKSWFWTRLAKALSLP
* hit, by the source's call.

Results for Cc1ccc(S(=O)(=O)N2CCSC2C(=O)O)cc1 (stereo not drawn) ?
L major viab: -7; bIAP activator: 1; TR-FRET SRC-2 ct: 1421; bIAP inh: 0; PPARg SRC1 recr: 1; ROMK mod: -0.086; PPARg SRC2 recr: -6; Redox H2O2 prof: 2.2; PPARg SRC-3 ag: 6; TLR4-MyD88 BLA: -8

How did CCOC(=O)N/N=C(\C)c1ccc(C)o1 do in these assays?
L major viab: -3; bIAP activator: 1; TR-FRET SRC-2 ct: 1712; bIAP inh: -3; PPARg SRC1 recr: 13; ROMK mod: 0.073; PPARg SRC2 recr: 1; Redox H2O2 prof: -0.1; S1P3 antagonist: -11; PPARg SRC-3 ag: 6; TLR4-MyD88 BLA: -4

Results for CC(C)Cc1cc(C(=O)O)c2ccccc2n1 ?
L major viab: 2; TR-FRET SRC-2 ct: 1715; PPARg SRC1 recr: 8; PPARg SRC2 recr: 3; Redox H2O2 prof: -0.4; PPARg SRC-3 ag: 15; TLR4-MyD88 BLA: 3

Results for COCCCNC(=O)c1ccc2nc3ccccc3c(=O)n2c1 ?
L major viab: 5; bIAP activator: 1.2; TR-FRET SRC-2 ct: 1466; bIAP inh: -24; PPARg SRC1 recr: 9; PPARg SRC2 recr: -1; Redox H2O2 prof: -0.4; PPARg SRC-3 ag: 12; TLR4-MyD88 BLA: -9

How did COc1ccc(C2C(C#N)=C(N)Oc3n[nH]c(C)c32)cc1Cn1cc([N+](=O)[O-])cn1 (stereo not drawn) do in these assays?
L major viab: -1; bIAP activator: 1.1; TR-FRET SRC-2 ct: 1545; bIAP inh: -9; PPARg SRC1 recr: -2; PPARg SRC2 recr: -3; Redox H2O2 prof: 3.5; PPARg SRC-3 ag: 8; TLR4-MyD88 BLA: 2

Results for CCCSC1=NN2CCCC(=O)N=C2S1 ?
L major viab: -9; bIAP activator: 1; TR-FRET SRC-2 ct: 1459; bIAP inh: 2; PPARg SRC1 recr: 2; ROMK mod: -0.38; PPARg SRC2 recr: -7; Redox H2O2 prof: -0.3; S1P3 antagonist: -3; PPARg SRC-3 ag: -5; TLR4-MyD88 BLA: -2

Results for Cc1ccccc1OCCNC(=S)Nc1ccccc1 ?
L major viab: 8; bIAP activator: 0.9; TR-FRET SRC-2 ct: 1453; bIAP inh: 9; PPARg SRC1 recr: 3; ROMK mod: -0.58; PPARg SRC2 recr: 4; Redox H2O2 prof: -8.2; PPARg SRC-3 ag: 8; TLR4-MyD88 BLA: 10

How did O=C(Nc1ccc2c(c1)OCO2)C1CCCN1C(=O)Nc1cccc(F)c1 (stereo not drawn) do in these assays?
L major viab: 2; bIAP activator: 1; TR-FRET SRC-2 ct: 1504; bIAP inh: 2; PPARg SRC1 recr: 3; ROMK mod: 0.6; PPARg SRC2 recr: 14; Redox H2O2 prof: -0.7; S1P3 antagonist: 28; PPARg SRC-3 ag: -3; TLR4-MyD88 BLA: -1

What do the screens show for `COCC(=O)NNC(=O)Cc1ccc(Cl)cc1`?
L major viab: -3; bIAP activator: 1.1; TR-FRET SRC-2 ct: 1525; bIAP inh: -12; PPARg SRC1 recr: 2; ROMK mod: 0; PPARg SRC2 recr: -2; Redox H2O2 prof: -0.3; S1P3 antagonist: 8; PPARg SRC-3 ag: 5; TLR4-MyD88 BLA: 3

Results for C=CCOc1ccc(/C(CC)=N/O)cc1OC ?
L major viab: 1; bIAP activator: 0.9; TR-FRET SRC-2 ct: 1445; bIAP inh: 8; PPARg SRC1 recr: -3; ROMK mod: 1.4; PPARg SRC2 recr: 3; Redox H2O2 prof: 0.0; PPARg SRC-3 ag: 0; TLR4-MyD88 BLA: -5

How did O=C(Cc1ccc(Nc2nc(=S)[nH]c3ccccc23)cc1)NC1CCCCC1 do in these assays?
L major viab: 4; bIAP activator: 1.1; TR-FRET SRC-2 ct: 1367; bIAP inh: -12; PPARg SRC1 recr: -5; ROMK mod: 0.41; PPARg SRC2 recr: -3; Redox H2O2 prof: -0.2; S1P3 antagonist: -11; PPARg SRC-3 ag: -3; TLR4-MyD88 BLA: 6

Results for CN(Cc1ccccc1)C(=O)CCNC(=O)Cn1cnc2ccccc2c1=O ?
L major viab: 11; bIAP activator: 0.9; TR-FRET SRC-2 ct: 1539; bIAP inh: 7; PPARg SRC1 recr: -3; PPARg SRC2 recr: 3; Redox H2O2 prof: -1.0; S1P3 antagonist: -18; PPARg SRC-3 ag: 10; TLR4-MyD88 BLA: 3

How did O=C(N/N=C/c1ccc[nH]1)c1ccc(O)cc1 do in these assays?
L major viab: -6; bIAP activator: 1.1; TR-FRET SRC-2 ct: 1591; bIAP inh: -10; PPARg SRC1 recr: -5; ROMK mod: 0.76; PPARg SRC2 recr: 2; Redox H2O2 prof: 0.1; S1P3 antagonist: 4; PPARg SRC-3 ag: 6; TLR4-MyD88 BLA: 3

Results for COc1ccc(CN=C(N)N=C(N)N)cc1Cl ?
L major viab: -5; bIAP activator: 0.8; TR-FRET SRC-2 ct: 1578; bIAP inh: 23; PPARg SRC1 recr: -1; ROMK mod: 2.3; PPARg SRC2 recr: 14; Redox H2O2 prof: -0.5; S1P3 antagonist: -23; PPARg SRC-3 ag: 0; TLR4-MyD88 BLA: -11

How did COc1cc(/C=N/NC2=NC(C)(C)Cc3ccccc32)cc(OC)c1OC do in these assays?
L major viab: 37; bIAP activator: 1.1; TR-FRET SRC-2 ct: 1514; bIAP inh: -10; PPARg SRC1 recr: 8; ROMK mod: 0.067; PPARg SRC2 recr: 3; Redox H2O2 prof: 0.5; S1P3 antagonist: 19; PPARg SRC-3 ag: 3; TLR4-MyD88 BLA: 3

How did Cc1ccc(OCC(O)Cn2c(=N)n(CCN3CCOCC3)c3ccccc32)cc1 (stereo not drawn) do in these assays?
L major viab: 5; bIAP activator: 1.2; TR-FRET SRC-2 ct: 1382; bIAP inh: -16; PPARg SRC1 recr: -1; ROMK mod: -0.86; PPARg SRC2 recr: 4; Redox H2O2 prof: 2.7; S1P3 antagonist: 9; PPARg SRC-3 ag: -11; TLR4-MyD88 BLA: 11

Results for C=CCn1c(/N=C/c2ccc3c(c2)OCO3)nc2ccccc21 ?
L major viab: 2; bIAP activator: 0.9; TR-FRET SRC-2 ct: 1635; bIAP inh: 7; PPARg SRC1 recr: 7; ROMK mod: 0.39; PPARg SRC2 recr: 8; Redox H2O2 prof: 0.8; PPARg SRC-3 ag: -9; TLR4-MyD88 BLA: -52

Results for CCN(CC)C(=O)CSC(=Nc1ccccc1F)NC#N ?
L major viab: 7; bIAP activator: 0.5; TR-FRET SRC-2 ct: 1575; bIAP inh: 48; PPARg SRC1 recr: -5; ROMK mod: -0.93; PPARg SRC2 recr: 4; Redox H2O2 prof: 4.1; S1P3 antagonist: 7; PPARg SRC-3 ag: -7; TLR4-MyD88 BLA: 1

Results for COc1ccccc1/C=C/C=N/NC(=O)Cc1cccn1C ?
L major viab: 3; bIAP activator: 0.9; TR-FRET SRC-2 ct: 1478; bIAP inh: 5; PPARg SRC1 recr: 4; ROMK mod: 0.56; PPARg SRC2 recr: 2; Redox H2O2 prof: -0.3; S1P3 antagonist: -6; PPARg SRC-3 ag: 2; TLR4-MyD88 BLA: -16

What do the screens show for `C/C(=N\NC(=O)C1(C)CC1(Br)Br)c1cccc(NC(=O)C2CCC2)c1` (stereo not drawn)?
L major viab: 5; bIAP activator: 1.3; TR-FRET SRC-2 ct: 1555; bIAP inh: -25; PPARg SRC1 recr: -6; ROMK mod: -0.88; PPARg SRC2 recr: -1; Redox H2O2 prof: 0.0; S1P3 antagonist: 3; PPARg SRC-3 ag: -2; TLR4-MyD88 BLA: -1

Results for Nc1nnc(SCC(=O)Nc2ccc3nc(SCC(=O)Nc4ccccc4)sc3c2)s1 ?
L major viab: 2; bIAP activator: 0.9; TR-FRET SRC-2 ct: 1751; bIAP inh: 9; PPARg SRC1 recr: 6; PPARg SRC2 recr: -4; Redox H2O2 prof: 1.1; S1P3 antagonist: -9; PPARg SRC-3 ag: 2; TLR4-MyD88 BLA: -4

What do the screens show for `COc1ccc(-n2nnnc2SCC(=O)N2CCCC2)cc1OC`?
L major viab: -3; bIAP activator: 1; TR-FRET SRC-2 ct: 1352; bIAP inh: 3; PPARg SRC1 recr: 0; ROMK mod: -0.29; PPARg SRC2 recr: 6; Redox H2O2 prof: 0.6; S1P3 antagonist: -9; PPARg SRC-3 ag: -5; TLR4-MyD88 BLA: -1

What do the screens show for `COc1ccc(C)cc1NC(=O)CN(c1ccc(F)cc1)S(C)(=O)=O`?
L major viab: -2; bIAP activator: 0.9; TR-FRET SRC-2 ct: 1605; bIAP inh: 7; PPARg SRC1 recr: 1; PPARg SRC2 recr: 3; Redox H2O2 prof: -3.8; S1P3 antagonist: -18; PPARg SRC-3 ag: -7; TLR4-MyD88 BLA: -4

What do the screens show for `CCCCCCCCSc1nnc(-c2ccc(OC)cc2)o1`?
L major viab: -2; bIAP activator: 0.8; TR-FRET SRC-2 ct: 1446; bIAP inh: 16; PPARg SRC1 recr: 4; PPARg SRC2 recr: -5; Redox H2O2 prof: -4.4; PPARg SRC-3 ag: 2; TLR4-MyD88 BLA: 1

How did COc1cccc(OCC(=O)NNC(=O)c2ccc(-c3ccccc3)cc2)c1 do in these assays?
L major viab: 2; bIAP activator: 1.1; TR-FRET SRC-2 ct: 1567; bIAP inh: -8; PPARg SRC1 recr: -7; PPARg SRC2 recr: 0; Redox H2O2 prof: -6.4; PPARg SRC-3 ag: -6; TLR4-MyD88 BLA: -11

How did Cn1c(=O)oc2cc(S(=O)(=O)N3CCCC(C(=O)Nc4ccc5c(c4)OCCO5)C3)ccc21 (stereo not drawn) do in these assays?
L major viab: 4; bIAP activator: 1.1; TR-FRET SRC-2 ct: 1830; bIAP inh: -11; PPARg SRC1 recr: 4; PPARg SRC2 recr: -2; Redox H2O2 prof: -0.3; S1P3 antagonist: 5; PPARg SRC-3 ag: 8; TLR4-MyD88 BLA: -10

What do the screens show for `COc1ccc(-c2nc3ccccc3[nH]2)cc1`?
L major viab: 30; bIAP activator: 1; TR-FRET SRC-2 ct: 1356; bIAP inh: -2; PPARg SRC1 recr: -5; ROMK mod: -0.0013; PPARg SRC2 recr: -5; Redox H2O2 prof: 0.2; PPARg SRC-3 ag: 1; TLR4-MyD88 BLA: -6

Results for CCN(CC(=O)Nc1ccc2c(c1)OCCO2)S(=O)(=O)c1cccs1 ?
L major viab: -2; bIAP activator: 0.8; TR-FRET SRC-2 ct: 1563; bIAP inh: 17; PPARg SRC1 recr: 3; ROMK mod: -0.032; PPARg SRC2 recr: 5; Redox H2O2 prof: -1.7; PPARg SRC-3 ag: 2; TLR4-MyD88 BLA: -11

Results for Cc1cc(OC(=O)c2ccco2)c2c(C)cc(=O)oc2c1 ?
L major viab: -6; bIAP activator: 0.9; TR-FRET SRC-2 ct: 1568; bIAP inh: 13; PPARg SRC1 recr: 2; ROMK mod: -0.24; PPARg SRC2 recr: 4; Redox H2O2 prof: -0.4; PPARg SRC-3 ag: 10; TLR4-MyD88 BLA: 9
